FadD28 FP inh: inhibitors of Mycobacterium tuberculosis FadD28 bisubstrate binding | inhibition, % at 12.5 µM | 360,000 compounds, 0.22% hits | AID 588549 | FadD28 bisubstrate probe binding, fluorescence polarization; in the data active = inhibition above about 8.5%, passing the limit was not always enough; inconclusive = no clear call, values can overlap the other calls
Mtb UGM inh: Mtb UDP-galactopyranose mutase inhibition; 320,000 compounds, 0.06% hits; P9WIQ1; inhibition, % at 10 µM; purified UGM, fluorescence polarization probe displacement; in the data active = inhibition above about 10%, passing the limit was not always enough; inconclusive = no clear call, values can overlap the other calls
FBA Mtb inh: Mtb fructose-bisphosphate aldolase inhibition; P9WQA3; purified M. tuberculosis FBA, fluorescence read-out; inhibition, % at 1 µM; 360,000 compounds, 2.3% hits; in the data active = inhibition above about 27%;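 note: 0% = vehicle and 100% = reference inhibitor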
Target sequence (P9WQA3 whole entry, looked up): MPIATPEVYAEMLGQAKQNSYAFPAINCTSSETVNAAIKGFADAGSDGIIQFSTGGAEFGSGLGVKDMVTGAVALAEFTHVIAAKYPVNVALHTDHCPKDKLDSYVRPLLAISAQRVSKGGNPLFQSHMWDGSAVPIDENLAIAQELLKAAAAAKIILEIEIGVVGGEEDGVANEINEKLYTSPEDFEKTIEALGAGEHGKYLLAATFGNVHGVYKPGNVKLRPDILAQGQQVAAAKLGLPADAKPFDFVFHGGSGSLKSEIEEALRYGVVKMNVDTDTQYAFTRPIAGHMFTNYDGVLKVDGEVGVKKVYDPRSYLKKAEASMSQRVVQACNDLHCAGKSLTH
GDH-TPI counter: GDH-TPI coupled enzyme inhibition counter-screen | GDH-TPI coupled enzyme counterscreen, NADH absorbance | inhibition, % at 4.8 µM | 360,000 compounds, 1.2% hits; in the data active = inhibition above about 30%;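 note: 0% = DMSO wells and 100% = wells lacking the enzyme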
Anthrax LF inh2: anthrax lethal factor protease inhibition; P15917; multiplex microsphere protease cleavage assay, LF; inhibition, % at 10 µM; 360,000 compounds, 0.12% hits; AID 588501; note: plate controls were buffer without enzyme for full effect and enzyme alone for no effect
Target sequence (P15917 whole entry, looked up): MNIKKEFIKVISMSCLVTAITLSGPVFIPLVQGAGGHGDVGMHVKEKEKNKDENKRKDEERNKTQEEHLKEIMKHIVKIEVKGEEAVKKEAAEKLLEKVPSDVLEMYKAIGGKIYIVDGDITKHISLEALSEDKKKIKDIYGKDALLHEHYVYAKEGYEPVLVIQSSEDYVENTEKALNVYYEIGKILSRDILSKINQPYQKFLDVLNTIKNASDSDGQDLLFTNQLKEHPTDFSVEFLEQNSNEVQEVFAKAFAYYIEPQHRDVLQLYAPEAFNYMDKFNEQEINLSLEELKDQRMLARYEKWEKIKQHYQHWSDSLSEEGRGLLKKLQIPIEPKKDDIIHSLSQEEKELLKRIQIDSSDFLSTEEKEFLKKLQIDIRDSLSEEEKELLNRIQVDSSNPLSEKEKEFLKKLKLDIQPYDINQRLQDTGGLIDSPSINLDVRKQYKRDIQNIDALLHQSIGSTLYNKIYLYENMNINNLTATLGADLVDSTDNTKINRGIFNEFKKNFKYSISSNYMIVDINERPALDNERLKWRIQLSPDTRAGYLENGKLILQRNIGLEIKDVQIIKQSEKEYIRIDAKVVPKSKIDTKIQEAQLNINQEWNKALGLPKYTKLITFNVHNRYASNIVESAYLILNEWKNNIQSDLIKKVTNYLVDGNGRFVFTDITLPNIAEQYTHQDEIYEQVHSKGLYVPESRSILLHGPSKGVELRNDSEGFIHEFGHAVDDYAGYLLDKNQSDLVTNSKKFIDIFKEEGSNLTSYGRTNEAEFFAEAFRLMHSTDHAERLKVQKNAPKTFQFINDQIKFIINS
BoNT A protease: blocks Botulinum neurotoxin A light chain protease | inhibition, % at 10 µM | AID 588499 | multiplex microsphere protease substrate cleavage, flow cytometry | 360,000 compounds, 0.17% hits; note: plate controls were buffer without enzyme for full effect and enzyme alone for no effect
PfHsp40 yeast: compounds rescuing yeast from Plasmodium falciparum HSP40 toxicity | S. cerevisiae expressing PfHsp40, growth rescue, ATP luminescence | AID 504582 | growth rescue, % at 12.5 µM | 340,000 compounds, 0.68% hits; in the data active = growth rescue above about 28%, passing the limit was not always enough; inconclusive = no clear call, values can overlap the other calls;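 note: yeast W303a lacking pdr1 and pdr3 grown in galactose medium; growth measured after three days at 30 °C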
Mtb BioA inh: BioA (M. tuberculosis) enzyme inhibition; purified M. tuberculosis BioA enzyme, plate reader; inhibition, % at 9.99 µM; 360,000 compounds, 0.096% hits; AID 602481; in the data active = inhibition above about 40%; inconclusive = no clear call, values can overlap the other calls
BoNT-F LC inh: inhibitors of Botulinum neurotoxin F light chain protease; Multiplex microsphere protease cleavage assay, flow cytometry; inhibition, % at 10 µM; 360,000 compounds, 0.22% hits; AID 588497; in the data active = inhibition above about 35%, passing the limit was not always enough; inconclusive = no clear call, values can overlap the other calls; note: plate controls were buffer without enzyme for full effect and enzyme alone for no effect
An asterisk follows results filed as active; ? = inconclusive; nt = no result given. Cut-off read from the data, not from the text of the source, unless noted: active = inhibition above about 30%; inconclusive = no clear call, values can overlap the other calls; inactive = below that.

SMILES	FadD28 FP inh	Mtb UGM inh	FBA Mtb inh	GDH-TPI counter	Anthrax LF inh2	BoNT A protease	PfHsp40 yeast	Mtb BioA inh	BoNT-F LC inh
CCN(CC)S(=O)(=O)c1ccc(N2CCCCC2)c(NC(=O)C2CSC3(C)CCC(=O)N23)c1 (configuration not stated)	1.8	nt	-1	2	2	0.6	nt	-1.9	-13
O=C(COC(=O)C12CC3CC(CC(Cl)(C3)C1)C2)Nc1ccc2[nH]c(=O)[nH]c2c1	-3.7	-1.1	1	2	nt	nt	-1.1	-0.2	nt
O=C(Nc1ccc(CN2CCOCC2)cc1)c1ccco1	-3.0	-0.8	-4	-11	2	-2.8	-0.8	-0.4	2
O=C(COC(=O)C1CC2CCCC(C1)C2=O)Nc1ccc(F)c(Cl)c1 (configuration not stated)	-3.2	-2.1	-3	6	-7	0.3	-1.2	4.1	-2
O=[N+]([O-])c1ccc(N/N=C/c2sc(N3CCOCC3)nc2-c2ccccc2)c(S(=O)(=O)Nc2ccccc2Cl)c1	-1.2	nt	0	-3	1	0.1	1.1	nt	-1
COc1cccc(/C=N/NC(=O)c2cccc([N+](=O)[O-])c2)c1OS(=O)(=O)c1ccccc1	-21	-0.6	-1	5	-6	-0.8	3.7	1.5	-15
O=C1N(O)C2(C=CCCC2)/C(=N\O)C12CCCCC2 (configuration not stated)	0.7	-0.2	0	7	-4	0.1	0.4	-4.4	7
O=C(Nc1cccc([N+](=O)[O-])c1)c1ccc2c(c1)C(=O)N(c1ccccn1)C2=O	-0.5	-2.1	0	3	1	-1.8	-1.9	0.8	7
Oc1ccccc1-c1cc(-c2cccc(F)c2)n[nH]1	-11	3.2	1	9	-7	-1.3	193*	-1.0	-18
Cc1ccc(-c2nc(C)sc2CC(=O)OCC(=O)Nc2c(F)cccc2F)cc1	-4.6	-0.7	1	5	1	-0.5	0.6	nt	-5
COC(=O)c1ccccc1NC(=O)NC1CCCCC1	-0.9	2.3	13	5	-9	-0.4	1.3	nt	0
CN(C)CCCN(C(=O)/C=C/c1cccs1)c1nc2ccc(F)cc2s1	-4.1	-0.6	-2	48*	-2	0.9	-0.2	-2.4	-2

A different layout for part of the listing above:
canonical_smiles,FadD28 FP inh,Mtb UGM inh,FBA Mtb inh,GDH-TPI counter,Anthrax LF inh2,BoNT A protease,PfHsp40 yeast,Mtb BioA inh,BoNT-F LC inh
COc1cccc(/C=N/NC(=O)c2cccc([N+](=O)[O-])c2)c1OS(=O)(=O)c1ccccc1,-21,-0.6,-1,5,-6,-0.8,3.7,1.5,-15
O=C1N(O)C2(C=CCCC2)/C(=N\O)C12CCCCC2 (configuration not stated),0.7,-0.2,0,7,-4,0.1,0.4,-4.4,7

The results go on.
SMILES	FadD28 FP inh	Mtb UGM inh	FBA Mtb inh	GDH-TPI counter	Anthrax LF inh2	BoNT A protease	PfHsp40 yeast	Mtb BioA inh	BoNT-F LC inh
O=C(C1CCCN(c2ncnc3c2nc2n3CCCCC2)C1)N1CCN(c2ccccc2)CC1 (configuration not stated)	-3.5	2.6	-2	-12	1	-0.2	0.6	8.4	0
Cc1ccc2ncc(NC(=O)c3ccc(F)cc3)c(=O)n2c1	-0.1	0.6	-1	33*	0	0.2	-0.5	-1.3	22
COc1ccc(CN(C)C(=O)c2ccc(Cl)c(S(=O)(=O)NCc3cccnc3)c2)cc1F	-3.0	3.4	1	-3	4	0.1	-0.8	5.5	-1
Cn1cc(C(=O)NCC2COc3ccccc3O2)c(=O)c2cc(S(=O)(=O)N3CCCCC3)ccc21 (configuration not stated)	-0.6	2.4	0	6	-5	1.5	-0.2	1.2	4
Cc1ccc(NC(=O)CSc2nnc3ccccn23)c(Cl)c1	-2.6	nt	-1	0	-4	-0.4	nt	0.9	-3
Nc1nnc(-c2ccc(F)cc2)s1	-1.9	1.3	3	8	3	-0.5	-0.4	-1.4	-9
COc1ccc(Cl)cc1C(=O)NC(=S)Nc1cc(-c2nc3ccccc3[nH]2)ccc1C	-0.9	-2.2	19	23	-1	0.0	-2.3	-0.6	-9
Cc1cccc(NC(=O)CSc2nc3c([nH]c4ccccc43)c(=O)n2C)c1	-2.4	8.0	0	10	-1	-0.6	-0.6	1.3	-6
COc1cc([N+](=O)[O-])ccc1NC(=O)Cc1ccccc1	-1.9	-0.5	0	13	0	-0.6	-0.7	nt	3
COc1ccccc1C(=O)Nc1ccc2ccccc2c1	-4.9	0.9	2	5	-3	0.1	4.0	nt	2
CSc1sc(C(=O)NCC2CC2)cc1S(=O)(=O)C(C)C	-3.0	-3.0	-1	-7	-18	?	0.4	1.2	?
Cc1cccc(-n2ncc3c(NCc4ccccn4)ncnc32)c1	-0.8	2.0	14	-6	-2	0.3	0.0	-0.3	2
CCc1ccccc1NC(=O)CN1CCN(C(=O)CNC(=O)Cc2cccc3ccccc23)CC1	-5.5	0.4	1	-9	-2	-0.1	0.1	0.9	-2
CCOc1ccc(-c2c(C#N)c(N)nc3c2c(=O)n(C)c(=O)n3C)cc1OC	-1.7	1.9	0	19	-3	0.5	1.4	-0.5	?
O=c1c2ccccc2c(-c2ccc(F)cc2)nn1-c1ccc(C(F)(F)F)cc1	-3.0	0.2	2	15	-1	-0.6	2.6	-0.5	1
C[C@H]1Cn2cnc(C(=O)NCC(=O)OC(C)(C)C)c2C(=O)N1	-3.2	nt	-1	8	-1	-0.2	nt	-0.4	4
CCN(CC)S(=O)(=O)c1ccc(C(=O)Nc2ccc3c(c2)OCCO3)cc1	-1.1	-0.3	1	7	-2	0.5	0.4	3.7	-2
Cc1ccc(S(=O)(=O)Nc2ncnc3ccccc23)cc1	-3.4	3.5	-6	5	0	0.0	0.3	-1.7	6
Cc1ccc(C(=O)Nc2cc(Cl)ccc2-n2cncn2)s1	-0.5	-0.6	-1	9	6	3.2	0.7	nt	-2
CCN(CC(=O)Nc1cccc(Br)c1)Cc1nc2ccccc2c(=O)[nH]1	-1.1	nt	-1	4	-1	0.5	2.3	2.1	-5
CN(C(=O)CSc1nc(-c2cccs2)nc2ccccc12)C1CCS(=O)(=O)C1 (configuration not stated)	-1.6	-1.9	3	6	-11	0.5	-1.3	0.5	9
C=CCNC(=O)NC(=O)COC(=O)c1cccnc1SC	-1.4	3.2	1	8	0	0.8	0.2	nt	-16
COc1cc(C(C)=O)ccc1O	-1.2	3.9	0	6	-1	-0.4	-1.0	0.5	-2
CN(C)C(=O)Nc1cnc2ccccc2c1	-2.2	0.3	2	10	-4	-0.1	2.2	-0.5	-6
CCCN(CC1CCCO1)C(=O)c1cc(COc2cccc(OC)c2)on1 (configuration not stated)	-0.9	-0.3	2	2	-7	-2.6	11	0.6	-14
O=C(COc1ccc(F)cc1Br)N1CCN(S(=O)(=O)/C=C/c2ccccc2)CC1	-4.6	0.7	1	5	-3	0.5	0.5	0.1	-2
Cc1ccc(C)c(-c2cc(C(=O)Nc3cccnc3)c3ccccc3n2)c1	-0.4	-1.4	0	-7	0	1.1	-0.2	-0.5	4
Cc1ccc(NC2=NCC(=O)N2Cc2cccs2)cc1C	0.6	0.6	-1	-10	-1	0.3	-0.7	nt	1
CN1CCc2c(sc3c2c(=O)n(-c2cccc(Cl)c2)c2nncn32)C1	-4.6	-1.2	6	0	-3	-0.1	-1.5	0.8	-1
CC(C)n1cc([C@@H]2C[C@H]3CN(Cc4cccc(Cl)c4)C(=O)[C@]34CCCN24)cn1	-2.8	-0.5	-2	-2	0	-0.7	0.6	nt	0
CSc1nsc(SCC(=O)Nc2ccc(O)c(C(=O)O)c2)n1	-3.3	-2.7	19	-5	-7	-4.2	-1.6	1.7	-1
CCOc1ccc(NS(=O)(=O)N(C)C)cc1	-4.1	0.9	-1	3	-1	1.2	3.2	0.1	7
CC(C)CC(C(=O)Nc1oc(-c2ccccc2)c(-c2ccccc2)c1C#N)N1C(=O)c2ccccc2C1=O (configuration not stated)	0.8	0.2	-3	10	-2	-1.4	-1.0	-3.4	-27
CCOC(=O)C1(CCCc2ccccc2)CCN(C(=O)c2ocnc2C)CC1	-5.2	2.1	0	10	-8	0.0	-1.4	nt	5
Cc1ccc(S(=O)(=O)N2C/C=C\CN(S(=O)(=O)c3ccccc3Br)CC2)cc1	-3.8	nt	-1	5	-2	0.4	1.8	-0.3	-4
COC(=O)C1=C(c2ccc(F)cc2F)C[C@@H]2CC[C@H]1N2C(=O)NCc1ccc2c(c1)OCO2	-1.4	4.2	-1	-1	-8	-0.6	0.1	-1.1	-2
CCC(C)c1ccccc1NC(=O)CN(CC)CC(=O)Nc1ccc2c(c1)OCCO2 (configuration not stated)	-0.3	1.5	-1	-5	-15	-1.0	1.0	3.2	4
O=C(C[N+]12CCC(CC1)C(CO)C2)c1ccc([N+](=O)[O-])cc1 (configuration not stated)	1.1	-6.5	2	6	-5	-0.2	-0.2	nt	-3
O=C(Nc1ccc(F)c([N+](=O)[O-])c1)C1CCCO1 (configuration not stated)	-0.4	-0.1	4	7	-7	0.9	-1.8	nt	?
CNc1nc(N)nc(OC(C(F)(F)F)C(F)(F)F)n1	-2.5	-4.4	0	-8	-6	0.0	1.1	nt	-8
CC(C)c1ccccc1NS(=O)(=O)c1cccs1	-0.7	0.4	-2	-3	-10	2.8	-0.2	nt	2
CCOC(=O)N1CCN(C(=O)CNCc2cccs2)CC1	-1.9	-0.9	3	-12	-2	1.0	1.2	3.7	7
COc1ccc(NS(=O)(=O)c2ccc(N)c(C(=O)O)c2)cc1	-2.1	0.6	0	-11	0	-0.7	1.9	-0.6	1
CC1(c2ccc(OC(F)F)cc2)NC(=O)N(CC(=O)Nc2ccc(Cl)cc2F)C1=O (configuration not stated)	-4.6	1.4	4	2	-1	-1.7	-0.3	0.4	-6
COc1cc(N=Nc2ccc3ccccc3c2)ccc1O	-0.5	0.7	-6	14	1	-5.1	153*	1.2	?
CC(C)C[C@H](NC(=O)N1CC(=O)Nc2ccccc21)C(=O)N[C@H](C(=O)O)c1ccccc1	-1.8	1.6	-1	-9	0	-0.2	-1.8	-0.7	-7
COCCn1c(SCC(=O)NCc2ccco2)nnc1C(C)C	-3.6	-2.2	4	-2	6	1.8	1.1	-1.0	?
O=c1c(Cc2ccc(Cl)cc2)c(O)ccn1Cc1cccc(Cl)c1	-4.1	-0.5	-2	2	0	0.2	-0.1	-0.6	4
O=C(COc1ccc(=O)n(-c2ccccc2)n1)Nc1ccccc1	-0.3	3.3	0	9	-7	-1.3	0.9	1.2	-3
CNCc1cc2ccc(C)cc2[nH]c1=O	-0.4	-1.6	6	11	2	-0.4	2.0	0.4	-3
COc1ccc(CN(Cc2ccco2)S(=O)(=O)c2ccc(S(=O)(=O)N3CCCC3)cc2)cc1	-0.4	-0.9	4	-1	0	0.5	0.3	1.1	3
O=C(CSc1nnc(NC(=O)c2ccccc2F)s1)NCc1ccco1	-0.6	1.9	-2	7	-3	-3.4	-0.2	-2.1	-11
CCCc1nc2c(C)cc(C)cc2c(N)c1CC	-3.9	0.6	12	2	0	-0.6	0.1	2.4	6
O=C(Oc1ccc(OC(=O)c2ccco2)c(S(=O)(=O)c2ccc(Br)cc2)c1)c1ccco1	0.1	1.9	0	5	-7	3.0	0.3	-1.6	2
COc1ccc(Cl)cc1N(C)C(=O)CCc1nc(-c2ccc(C)cc2)no1	-1.8	-2.5	4	2	-2	-0.2	-0.4	-0.3	6
Cc1c(C(=O)N2CCN(Cc3ccc4c(c3)OCO4)CC2)sc2ncnc(N3CCN(c4ccccc4F)CC3)c12	1.4	-1.7	4	15	-3	-1.3	-1.5	-2.3	-2
CCO/C(C)=N/Oc1cc(OC)cc(OC)c1	-2.3	nt	-1	nt	6	-0.4	nt	0.2	-3
CCCC/C=C/c1cccc2nncn12	0.0	nt	27*	15	-5	-0.1	nt	1.6	-5

3 entries from above, sorted by SMILES length, rising.
SMILES	FadD28 FP inh	Mtb UGM inh	FBA Mtb inh	GDH-TPI counter	Anthrax LF inh2	BoNT A protease	PfHsp40 yeast	Mtb BioA inh	BoNT-F LC inh
CCCC/C=C/c1cccc2nncn12	0.0	nt	27*	15	-5	-0.1	nt	1.6	-5
O=C(CSc1nnc(NC(=O)c2ccccc2F)s1)NCc1ccco1	-0.6	1.9	-2	7	-3	-3.4	-0.2	-2.1	-11
O=C(Oc1ccc(OC(=O)c2ccco2)c(S(=O)(=O)c2ccc(Br)cc2)c1)c1ccco1	0.1	1.9	0	5	-7	3.0	0.3	-1.6	2

Screening results deposited in PubChem BioAssay by several laboratories.
